# Screening data as filed in PubChem.
# IDE act – IDE (human) activation, cell-based; P14735; HEK cells, FAbeta-B cleavage, fluorescence polarization; 0% vehicle, 100% cell-free pure enzyme wells; activation, % at 5.96 µM; actives 0.073% (n = 340,000); AID 493087;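 active means activation above the mean of all tested compounds plus 3 SD, set per screening campaign, cut at about 17% in these data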
# SUMO HTRF inh – inhibitors of human SUMOylation (UBC9); P63279; HTRF SUMOylation assay, SAE1/SAE2 + UBC9, in vitro; inhibition, % at 35 µM; actives 0.36% (n = 290,000); AID 2006; in the data active means inhibition above about 50%, passing the limit was not always enough; further: strong numbers were not always called active
# Target sequence (P63279 whole entry, looked up): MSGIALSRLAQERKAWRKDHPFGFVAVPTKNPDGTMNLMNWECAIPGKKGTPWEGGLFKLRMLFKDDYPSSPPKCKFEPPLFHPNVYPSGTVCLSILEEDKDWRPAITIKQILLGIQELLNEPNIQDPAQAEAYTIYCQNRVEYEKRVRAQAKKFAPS
# p-CIP stab down – p/CIP protein destabilization; F442A p/CIP-EGFP cells, EGFP fluorescence, 16 h; decrease of EGFP signal, % at 10 µM; actives 0.01% (n = 290,000);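 active means EGFP signal decrease of at least 30% at 10 µM or well 3 SD below plate mean, unless failing retest; inactive means the rest, including hits failing retest or dose response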; further: some compounds called inactive have numbers as strong as hits; many of its hits are not listed in these tables
# VIM-2 inh – inhibitors of Pseudomonas aeruginosa VIM-2 metallo-beta-lactamase; purified VIM-2, nitrocefin hydrolysis, epi-absorbance fluorescence; inhibition, % at 5.6 µM; actives 0.89% (n = 290,000); AID 1527;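 active means inhibition above the mean of all tested compounds plus 3 SD, cutoff set per screening run, cut at about 7.5% in these data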;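 further: red hydrolysis product quenches plate fluorescence so inhibitors raise well fluorescence; 0% = enzyme with DMSO and 100% = DMSO without enzyme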
# PfM18AAP inh – PfM18AAP enzyme inhibition. AID 1822. recombinant PfM18AAP, H-Glu-NHMec fluorogenic cleavage. actives 1.2% (n = 290,000). inhibition, % at 7.35 µM;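 active means inhibition above the campaign mean inhibition over all tested compounds plus 3 SD, cut at about 28% in these data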;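 further: 0% = plate median of test compound wells and 100% = 2 mM ZnCl2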
# DNA FID counter – displaces DNA intercalator in HCV helicase counter-screen; DNA fluorescent intercalator displacement, fluorescence; inhibition, % at 7.9 µM; actives 0.17% (n = 290,000); in the data active means inhibition above about 37%;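 further: 0% = vehicle and 100% = reference compound; higher means more ethidium bromide displaced from hairpin DNA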
# IDE cell inh – inhibitors of human insulin-degrading enzyme in cells; P14735; HEK cells, FAbetaB cleavage, fluorescence polarization; inhibition, % at 5.59 µM; actives 0.41% (n = 320,000); AID 434962;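 active means percent inhibition above the average of all tested compounds plus 3 SD, set per screening campaign, cut at about 16% in these data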;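 further: IDE supplied by intact live HEK cells; FP after avidin binding of uncleaved biotin substrate so inhibition keeps polarization high; 0% = DMSO wells and 100% = 60 µM reference IDE inhibitor Ii1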
# NS3 helicase inh – blocks Hepatitis C virus NS3 helicase unwinding; inhibition, % at 10.9 µM; NS3 helicase DNA unwinding, Cy5 molecular beacon fluorescence; AID 1800; actives 0.56% (n = 290,000);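 active means inhibition above the mean of all tested compounds plus 3 SD, set per campaign, cut at about 35% in these data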;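 further: 0% = DMSO wells and 100% = thioflavine S control wells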
#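 System: HCV NS3 helicase fragment; control set: DMSO and thioflavine S; technique: Cy5 fluorescence at 0 and 60 min, beacon hairpin quenching; reagent: beacon DNA duplex substrate plus ATP; replicates: singlicate; schedule: 1 h reaction at 25 °C, ATP-initiated; medium: MOPS buffer pH 6.5 with MgCl2, DTT, Tween20, BSA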
# IMP-1 inhibitor – blocks Pseudomonas aeruginosa IMP-1 metallo-beta-lactamase | purified IMP-1, nitrocefin hydrolysis, epi-absorbance fluorescence | inhibition, % at 5.6 µM | actives 0.45% (n = 290,000);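 active means inhibition above the mean plus 3 SD of all compounds in the same screening run, cut at about 4.5% in these data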;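 further: 0% = IMP-1 with DMSO and 100% = DMSO wells lacking enzyme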
#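 Assay system: purified IMP-1; Quantity: IMP-1 0.2 nM before substrate addition; Medium: HEPES buffer pH 7.1 with ZnSO4 and Brij 35; Incubation: 15 min enzyme–compound preincubation, then 25 min nitrocefin reaction, 25 °C; Signal: fluorescence quenching readout, ex 480/em 530 nm; Controls: DMSO with and without IMP-1; Repeats: singlicate testing.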
# Starred values were filed as active, the others as inactive; x = not tested or not shown; & = joins results of further samples.
Molecule,VIM-2 inh,NS3 helicase inh,IDE cell inh,DNA FID counter,IDE act,PfM18AAP inh,p-CIP stab down,SUMO HTRF inh,IMP-1 inhibitor
CC(C)(C)c1cnnn1-c1ccc(NC(=O)c2ccc3c(c2)OCO3)cc1,-1.3,2,-7,-28,-6,4,-6,7,-4.2
O=S(=O)(c1cccc(C(F)(F)F)c1)N1CCCC1c1cccnc1 (stereo not given),-3.0,2,0,-11,-5,2,-10,1,-2.5
O=C(CSc1nc2ccccc2[nH]1)Nc1nc(-c2ccccc2)c(-c2ccccc2)o1,-0.9,-6,4,4,4,1,-16,-1,-3.4
CCOC(=O)c1[nH]c(C)c(C(=O)OCC(=O)N2c3ccccc3CC2C)c1C (stereo not given),0.2,-22,6,-16,4,-14,6,1,-0.8
COC(=O)CCCCC1SCC2NC(=O)NC21 (stereo not given),-1.8,2,2,0,-6,-15,4,8,-2.5
c1ccc(-c2noc(-c3cccc4ccccc34)n2)cc1,-1.3,2,3,0,0,4,-3,-1,-1.2
COc1ccc(N2C(=O)CC(N3CCC(O)(c4ccc(Cl)cc4)CC3)C2=O)cc1 (stereo not given),-1.4,5,-3,-12,1,-78,-15,12,-0.9
CC(Sc1ccccc1)C(=O)N1CCN(S(=O)(=O)c2ccccc2)CC1 (stereo not given),-1.3,11,3,-36,-4,9,-22,4,0.6
COc1ccc(-c2[nH]ncc2C=O)cc1OC,-1.7,-2,12,-1,0,0,-6,8,-1.4
O=C(CCSc1ccccc1)N1CCN(C(=O)c2ccco2)CC1,-4.0,-4,-1,-12,-6,3,-15,7,-5.4
Cc1cnn(C(=S)NCCc2ccccc2)c1,-1.0,-1,-1,-6,-4,-2,5,-10,-1.6
CC1(C)CC(=O)C2=C(C1)N(c1ccccc1)C(=O)CC2c1ccc(O)cc1 (stereo not given),-4.5,2,1,-16,-11,2,2,8,-2.5
CSc1ccc(S(=O)(=O)N2CCC(C(=O)NCc3ccco3)CC2)cc1,-2.4,15,-2,-25,-1,3,3,0,-3.1
O=C(c1cccs1)N(c1cccc(Cl)c1)C1C=CS(=O)(=O)C1 (stereo not given),-1.0,6,0,-12,-1,8,-5,7,-2.3
COC(=O)Cc1c(C)nc2nc(NCc3ccccc3OC)[nH]n2c1=O,-2.6,5,4,1,5,0,-7,-2,0.3
COc1ccc(Nc2ccc(N3C(=O)CC(C)C3=O)cc2[N+](=O)[O-])cn1 (stereo not given),-3.9,-6,-4,6,4,-4,4,14,-2.8
Cc1ccc(/C=N/n2c(-c3ccncc3)n[nH]c2=S)cc1,-0.3,-3,x,-3,1,18,-10,10,0.3
CCc1ccc(-n2c(=O)c3ccccc3n(CC(=O)NCc3ccco3)c2=O)cc1,-3.4,-1,0,-10,5,5,10,11,-1.9
COc1ccc2nc(C)cc(SCC(=O)O)c2c1,3.5&-1.4,-1&-1,10&-2,10&0,2&7,-18&-5,2&-10,16&21,1.0&0.3
Cc1ccccc1N1C(=S)NC2c3ccccc3OC1(C)C2C(=O)N(C)C (stereo not given),-4.3,3,4,-24,-6,-11,5,10,-2.2
C=CCN(c1ccc(C(=O)Nc2ccc(NC(C)=O)cc2)cc1)S(C)(=O)=O,-0.3,6,1,-6,1,-9,1,24,-2.0
O=C(Nc1ccc(N2CCN(C(=O)c3ccccc3)CC2)cc1)c1ccc([N+](=O)[O-])o1,0.0,14,x,-19,5,-1,-17,14,0.9
COc1ccc(CC(=O)O)cc1O,-2.0,7,4,-1,3,7,-2,-4,-2.7
CC(C)CN1CCN(Cc2nc(C(C)C)cs2)CC1CCO (stereo not given),-1.6,-1,1,7,-2,-3,-10,-10,-1.5
CCc1nnc(N2C(=O)c3ccccc3C2(O)c2ccccc2)s1 (stereo not given),-1.8,-2,0,-17,-4,-11,-10,30,-1.6
COc1ccc(Cl)cc1C(=O)CSc1nnnn1C,-4.6,11,-1,1,-3,1,-26,-6,-3.2
CN(C)CCCNc1c2ccccc2nc2ccccc12,12*,35,2,28,3,4,-11,-2,-1.1
COc1ccc(OC)c(C(=O)c2ccc(C(=O)N3CCN(Cc4csc(C)n4)CC3)cc2)c1,-2.3,-3,0,-24,x,7,1,1,-3.4
CCCCN(C)CCN1C(=O)C2C(C(=O)Nc3ccc(Cl)cc3)C3C=CC2(O3)C1C(=O)NC1CCCCC1 (stereo not given),-0.2,-9,-2,3,4,-1,5,-6,-3.0
COc1ccc(CCNC(=O)CSCc2ccc(F)cc2)cc1OC,-1.9,1,-3,-5,0,2,8,-14,-1.6
CCn1c(CSCc2ccc(Cl)cc2)n[nH]c1=S,-3.4,6,2,-7,8,14,-3,4,-3.3
CCn1c(SCC(=O)Nc2cc(C)on2)nnc1-c1cccnc1,0.7,11,-2,-3,6,-5,7,6,-2.6
COc1ccc(C)cc1NC(=O)C/C(C)=N/NC(=O)Cc1cccc2ccccc12,0.1,15,6,-24,5,-8,-4,-12,1.4
O=c1cc2c(nn1Cc1ccccc1)-c1ccccc1CC2,-4.6,-3,-3,-30,5,-4,-6,3,-3.6
CN(C(=O)Nc1ccccc1)C1CCCc2ccccc21 (stereo not given),-2.7,-2,2,-11,1,5,6,-7,-2.8
Cc1cc(C[n+]2cc(Cl)ccc2N)c2ncccc2c1,-2.5,-6,1,-2,-3,4,-13,15,-2.1
O=C(N/N=C/c1cccs1)c1cncc(Br)c1,-1.2,8,2,0,-2,3,3,0,-0.7
O=C(/C=C/Nc1ccccc1F)c1ccc(Br)cc1,-2.4,5,5,1,-1,0,3,-8,-2.2
Cc1ccc(N=C(NOCc2ccc(Cl)cc2Cl)c2nonc2N)c(C)c1,-5.1,0,8,-12,8,-12,0,-25,-2.9
COc1ccc2c(c1)nc(SCC(O)c1ccccc1)n2C (stereo not given),-3.1,1,-3,9,-6,0,-9,7,-2.4
Cc1ccc(CNC(=O)CN(c2cccc([N+](=O)[O-])c2)S(=O)(=O)c2ccccc2)cc1,0.0,2,2,-11,3,-8,1,7,-0.6
Nc1nc(C23CC4CC(CC(C4)C2)C3)[nH]c(=O)n1,-0.7,-3,1,-2,3,-16,-6,22,-2.1
CCNc1nc(Cl)nc(NC2CCCCC2)n1,-1.4,7,1,-6,-1,-4,-12,8,-0.3
CC(Sc1nncn1-c1ccccc1)C(=O)Nc1cccc([N+](=O)[O-])c1 (stereo not given),0.7,15,2,-6,7,-6,0,8,0.2
Cc1cc(C)c2nc(SCC(=O)N3CC(=O)Nc4ccccc43)c(C#N)cc2c1,-1.1,0,5,-5,-3,-9,-44,-2,-4.7
O=C(NCCCN1CCOCC1)C1Cc2c(ccc3ccccc23)O1 (stereo not given),0.8,-5,6,0,5,-17,-3,6,-1.1
Cc1nc([N+](=O)[O-])cn1Cc1cccc([N+](=O)[O-])c1,-2.9,7,-4,14,1,2,-11,-9,-3.2
CCOC(=O)C1CCCN(c2cc(NCCCO)c([N+](=O)[O-])c3nonc23)C1 (stereo not given),-2.5,3,5,-6,x,2,-7,79,-2.3
O=C1CC(N2CCSCC2)C(=O)N1c1cccc(Br)c1 (stereo not given),-2.6,-7,-4,-3,-2,2,6,9,-2.3
CCCN(CCC)C(C)C(=O)NCC1(c2ccccc2)CCCC1 (stereo not given),-2.3,-2,5,6,-2,-9,-14,8,-2.5
O=C(CCC1CCCCC1)Nc1nnc(C(F)(F)F)s1,-1.4,17,x,-5,1,-5,1,6,-3.7
C(=C\c1ccccc1)/C=N/N1CCN(c2ccccn2)CC1,0.6,-8,-5,-9,-4,-9,4,-20,-2.3
OC(COCc1ccc(Cl)cc1)CN1CCc2ccccc2C1 (stereo not given),-1.4,-10,-1,6,5,2,2,0,-3.6
O=c1oc2cc(Oc3ccc(C(F)(F)F)cc3[N+](=O)[O-])ccc2c2c1CCCC2,-2.3,-1,-2,2,4,-1,3,0,-1.5
Cc1cc(NC(=O)COC(=O)CCNS(=O)(=O)c2cccc(C(F)(F)F)c2)no1,-3.1,12,4,-8,3,1,-8,4,-2.4
O=C(Nc1ccc2c(c1)OCCO2)C1CCCN(S(=O)(=O)Cc2ccccc2)C1 (stereo not given),0.4,9,0,-19,3,5,3,-13,-1.0
CCn1nc(C(=O)OCC(=O)NCC(C)C)c2ccccc2c1=O,-1.9,3,7,-9,4,6,-10,8,-5.4
S=C(Nc1ccccc1)Nc1cccc(Br)c1,0.7,5,3,-2,-2,-14,6,14,1.1
COc1ccc(C(=O)Nc2cccc(/C(C)=N\NC(=O)c3ccoc3C)c2)cc1OC,0.5,-1,x,-24,5,-12,6,3,0.8
O=c1oc(-c2cccc(C(F)(F)F)c2)nn1-c1ccc(C(F)(F)F)cn1,-2.1,-3,7,-10,-1,9,-8,-10,-3.8

# 3 records drawn at random from the list so far:
Molecule,VIM-2 inh,NS3 helicase inh,IDE cell inh,DNA FID counter,IDE act,PfM18AAP inh,p-CIP stab down,SUMO HTRF inh,IMP-1 inhibitor
O=C(N/N=C/c1cccs1)c1cncc(Br)c1,-1.2,8,2,0,-2,3,3,0,-0.7
O=C(/C=C/Nc1ccccc1F)c1ccc(Br)cc1,-2.4,5,5,1,-1,0,3,-8,-2.2
COc1ccc(C)cc1NC(=O)C/C(C)=N/NC(=O)Cc1cccc2ccccc12,0.1,15,6,-24,5,-8,-4,-12,1.4

# Continued:
Molecule,VIM-2 inh,NS3 helicase inh,IDE cell inh,DNA FID counter,IDE act,PfM18AAP inh,p-CIP stab down,SUMO HTRF inh,IMP-1 inhibitor
CCOC(=O)/C(C#N)=C/c1cn(CCC(=O)O)nc1-c1cccc(Cl)c1,0.7,12,0,-34,8,2,-13,-6,-2.0
COc1ccc(-n2nnc3c(=O)n(CC(=O)N4CCCCC4)cnc32)cc1,0.1,-8,3,3,-1,5,-13,10,-2.4
Cc1ccsc1C(=O)OCC(=O)N1CCOCC1,-1.1,5,10,2,-1,-13,4,33,-0.8
CNC(=S)N(CCO)Cc1cc2cc3c(cc2[nH]c1=O)OCO3,-2.7,4,-2,-9,1,6,-8,12,-1.3
O=C(O)CN1C(=O)C(=O)N(Cc2ccc(Cl)cc2Cl)C1=O,-3.6,8,4,-3,4,-3,-3,21,-3.4
O=C(NCc1ccco1)C(C(=O)c1ccccc1)n1ccccc1=O (stereo not given),1.7,-2,-4,1,6,-3,-8,-3,-0.4
CC(=O)NC1(C(F)(F)F)N=C(c2ccccc2)NC1=O (stereo not given),1.3,5,8,-5,-2,-3,2,-12,-3.2
Cc1ccccc1Nc1nc(N)nc(COC(=O)c2cccn2C)n1,-3.9,-9,2,-14,0,3,-11,-3,-4.2
CCC(C)NC(=O)CO/N=C/c1ccccc1OC(F)F (stereo not given),-4.0,-5,4,-4,1,-2,-2,16,-0.3
